KCNH2 3.1 block = blocks the human KCNH2 3.1 channel isoform; U2OS KCNH2 3.1, thallium flux FluxOr; hits give low values; activity change, % (tested at about 1.8 µM); 0.95% of 340,000 active;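 active = maximum activity change below -70%; inconclusive = maximum activity change from -70% to -50%; inactive = maximum activity change above -50%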;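 note: thallium influx rate constant from kinetic fluorescence after stimulation buffer; % is set by controls: 0 for no effect and ±100 for the full control effect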
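U2OS cells transduced with KCNH2 3.1 mutant virus (1.77 x 10^8 /mL, 4 h), plated overnight at 37 C, loaded 45 min with FluxOr dye plus Red40 quencher. Thallium flux rate constant from kinetic reads after stimulation buffer, normalised to controls.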
ELG1 repair inh = inhibitors of ELG1-dependent DNA repair in HEK293T cells | HEK293T ELG1-luciferase reporter, luminescence, 16 h; DNA damage induced by 5-fluorouridine | Potency, µM (highest dose often 46.1 µM), for inactives: at the highest dose activity change, negative = inhibition, hits mostly inhibitors | 2.3% of 330,000 active | AID 504467; note: potency is the fitted concentration of half-maximal effect; % is set by controls: 0 for no effect and ±100 for the full control effect; nearly all actives have a fitted effect of over 55% in size
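Step one: seed 2,000 cells per well. Step two: pin-transfer compound or DMSO alongside 5-fluorouridine. Step three: incubate 16 hr, 37 °C, 5% CO2. Step four: add ONE-Glo, wait 30 min, read luminescence.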
TRPV1 agonist = human TRPV1 agonism; activation, % at 8.33 µM; TRPV1-expressing cells, Fluo-8 calcium influx, agonist mode; Q8NER1; AID 540275; 0.19% of 320,000 active; in the data active = activation above about 80%; inconclusive = between about 30% and that limit; note: 0% is about no effect
Target sequence (Q8NER1 whole entry, looked up): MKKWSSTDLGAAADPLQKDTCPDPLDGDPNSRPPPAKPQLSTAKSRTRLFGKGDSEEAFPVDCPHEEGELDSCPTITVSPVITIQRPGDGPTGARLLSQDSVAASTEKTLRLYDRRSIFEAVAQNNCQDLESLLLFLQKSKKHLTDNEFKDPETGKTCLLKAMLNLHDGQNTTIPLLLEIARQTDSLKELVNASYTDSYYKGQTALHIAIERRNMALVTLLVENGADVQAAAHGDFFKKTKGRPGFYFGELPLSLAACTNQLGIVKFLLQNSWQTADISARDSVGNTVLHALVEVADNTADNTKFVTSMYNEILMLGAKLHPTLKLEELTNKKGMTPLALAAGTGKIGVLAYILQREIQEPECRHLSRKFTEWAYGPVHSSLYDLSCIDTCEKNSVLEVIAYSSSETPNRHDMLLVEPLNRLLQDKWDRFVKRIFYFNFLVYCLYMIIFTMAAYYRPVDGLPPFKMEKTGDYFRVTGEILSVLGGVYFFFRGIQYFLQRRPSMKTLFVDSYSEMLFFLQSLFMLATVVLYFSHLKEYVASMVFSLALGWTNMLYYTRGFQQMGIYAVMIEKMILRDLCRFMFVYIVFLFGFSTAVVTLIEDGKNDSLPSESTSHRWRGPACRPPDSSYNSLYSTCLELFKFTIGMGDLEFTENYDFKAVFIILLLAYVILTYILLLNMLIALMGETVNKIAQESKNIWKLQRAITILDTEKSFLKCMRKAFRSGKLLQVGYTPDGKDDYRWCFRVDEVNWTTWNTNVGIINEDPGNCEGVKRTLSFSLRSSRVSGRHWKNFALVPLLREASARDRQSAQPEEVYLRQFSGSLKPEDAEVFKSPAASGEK
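TRPV1-expressing cells were cultured overnight at 35.5C and loaded with Fluo-8 calcium dye for 40 to 90 min at room temperature. After a 10 s baseline, compound was added and calcium influx was read kinetically for 3 min (ex 480/em 520 nm).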
AT treatment = potential ataxia-telangiectasia treatments restoring KAP-1 phosphorylation; Potency, µM (doses to about 57.5 µM), for inactives: at the top dose activation, most hits filed as activators; AID 485349; […] A-T fibroblasts, KAP-1 phosphorylation AlphaLISA; neocarzinostatin DNA damage 30 min before lysis; 0.19% of 320,000 active; note: potency is the fitted concentration of half-maximal effect; % of control where 0% means no effect; nearly all actives have a fitted effect of over 45% in size
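hTERT-immortalized A-T patient fibroblasts ([…]), 500 cells/well in OPTI-MEM, 1% FBS, got compounds for 60 min, then NCS for 30 min at 37C. Lysates were then assayed for phospho-KAP-1 by AlphaLISA (anti-pKAP1 donor, anti-KAP1 acceptor beads), 6 hr at 25C.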
hERG WT inh = KCNH2 (human, wildtype) channel inhibition. Q12809. U2OS, BacMam KCNH2, thallium flux FluxOr; hits give low values. activity change, % at 1.84 µM. 0.37% of 340,000 active. AID 720551;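 active = maximum activity change below -70%; inconclusive = maximum activity change between -70% and -50%; inactive = maximum activity change above -50%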; note: % is set by controls: 0 for no effect and ±100 for the full control effect
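U2OS cells were transduced with wild-type KCNH2 virus (2.03 x 10^8 / mL) for 4 h at room temperature, then cultured overnight at 37 C. Thallium flux was read with FluxOr dye. Rate constants were normalized to DMSO controls.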
USP2a block = inhibitors of human ubiquitin-specific protease USP2a; O75604; Potency, µM (top dose mostly 38.3 µM), for the others: top-dose activity change, negative = inhibition, most hits filed as inhibitors; 0.01% of 330,000 active; USP2 core, Ub-CHOP2 coupled fluorogenic reporter, 485/531;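 note: potency is the fitted concentration of half-maximal effect; plate controls were DMSO wells for no effect and full inhibition by NEM control for full effect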
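Cell-free coupled assay: 10nM USP2 core preincubated 30min RT with compound in Tris-HCl pH 8.0/CaCl2/CHAPS buffer, then 25nM Ub-CHOP2 and 25nM reporter substrate; fluorescence (Ex 485/Em 531) read after 60min RT, normalized to NEM inhibition, concentration-response curves fitted.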
Mito fusion yeast = mitochondrial division inhibition or fusion activation. Potency, µM (titrated, usually from 46.1 µM), for inactives: top-dose growth rescue (activation), actives largely listed as activators. S. cerevisiae fusion-defective mutant growth rescue, CellTiterGlo 48 h. AID 485298. 0.23% of 320,000 active;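 note: potency is the fitted concentration of half-maximal effect; % of control where 0% means no effect; nearly all actives have a fitted effect of over 45% in size; temperature-sensitive fusion mutants such as fzo1-1 at 37 °C on non-fermentable ethanol glycerol medium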
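Temperature-sensitive fusion-defective S. cerevisiae (e.g. fzo1-1, mgm1-5) were grown with compound in YPEG medium (3% ethanol, 3% glycerol) for 48 hours at 37C. Growth rescue was measured as viability by CellTiterGlo luminescence after 10 minutes at ambient.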
TSHR antagonist = human thyrotropin receptor antagonism; TSHR-expressing cells, TSH-stimulated cAMP HTRF, 2 h; hits give low values; 0.2% of 330,000 active; activity change, negative = inhibition, % at 11.5 µM;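 active = activity change below a set negative limit, meaning inhibition stronger than a set level, cut at about -70% in these data; inconclusive = activity change between two set negative limits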; note: % is set by controls: 0 for no effect and ±100 for the full control effect
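Read-out is FRET at 665 nm (cryptate excitation 337 nm) from a cryptate-tagged anti-cAMP antibody, competed by cell cAMP against cAMP-d2. Compounds are tested on freshly harvested TSHR cells challenged with 4nM TSH (EC80) for 2 hours at 37 deg C.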
TCR act = T cell receptor activation; AID 504894; Potency, µM (doses to about 9.22 µM), for inactives: at the top dose activation of IL-2 secretion, most hits filed as activators; 330,000 tested, under 10 active; primary human leukocytes, anti-CD3, IL-2 HTRF, 48 h; note: % of control where 0% means no effect
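Primary human leukocytes incubated 48 hr with anti-CD3 beads plus compound, without co-stimulation. Secreted IL-2 measured by HTRF (europium cryptate/d2 anti-IL-2 pair, 320 nm excitation, 665 nm emission).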
Eya2 inh = Eya2 (human) phosphatase inhibition; O00167; recombinant Eya2, OMFP fluorescence dephosphorylation (OMFP is methylfluorescein phosphate); Potency, µM (highest dose often 76.9 µM), without a hit: at the top dose activity, negative = inhibition, usual class: inhibitors; 0.006% of 330,000 active; AID 488837; note: potency is the fitted concentration of half-maximal effect; % is set by controls: 0 for no effect and ±100 for the full control effect
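Eya2 (0.2 uM) preincubated 10 min at ambient with compound, then OMFP substrate added at 50 uM; 10 min reaction in 50 mM HEPES pH 7.5, 50 mM NaCl, 5 uM MgCl2, 0.05% BSA, 1 mM DTT. Fluorescence read at Ex 485/Em 525 nm.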
* hit, by the source's call; i = inactive; ? = inconclusive; / = no result given; [ ] = remark or other dose. Unless noted, calls come from the whole dose curve; as a rule, active = well fitted curve in the direction sought with a large enough effect; inconclusive = small, poorly fitted or top-dose-only effect, or another doubt; inactive = no such curve, though single readings can be large; an effect the other way counts as inactive or inconclusive. A portion of the library (hit frequency here may not be typical).

SMILES	KCNH2 3.1 block	ELG1 repair inh	TRPV1 agonist	AT treatment	hERG WT inh	USP2a block	Mito fusion yeast	TSHR antagonist	TCR act	Eya2 inh
COc1ccc(OCCN2CCN(C(=O)c3ccc(OC(F)F)c(OC)c3)CC2)cc1	-76*	-26%	15	0%	26	-3%	-1%	-16	-6%	-12%
O=C(Cc1ccccc1)Nc1ccccc1C(=O)Nc1ccc(C(=O)O)cc1	-1	18%	-4	-5%	21	-1%	-4%	15	-4%	-12%
CCc1ccc(C(=O)NCc2ccc(Cl)cc2Cl)cc1	-11	13%	?	3%	19	0%	4%	-8	1%[46.1 µM]	2%
CCOc1ccc(NC(=O)CN(C)CC(=O)Nc2cc(Cl)ccc2C#N)cc1OCC	6	?	-2	-1%	-5	4%	0%	-2	4%	9%
CSc1cccc(NC(=O)CC2Oc3ccccc3NC2=O)c1 (stereo not drawn)	-7	16%	9	-12%	1	-1%	-6%	-5	-2%	-10%
COCc1ccc(C(=O)N2CCC(CCC(=O)Nc3cccc(C)c3)CC2)s1	3	-4%	1	9%	-29	-2%	-3%	-5	-2%	1%
O=C(CCS(=O)(=O)c1cccc2nsnc12)NCc1ccccc1Cl	8	-14%	-6	-6%	17	-7%	-2%	19	2%	0%
CCn1cc(C(=O)N2CCN(c3cccc(C)c3C)CC2)c(=O)c2ccc(C)nc21	5	1%	1	7%	-10	5%	-7%	2	-4%	-13%
Cc1ccc(/C=C2\CC(C)CC3=C2NC(=S)NC3c2ccc(C)cc2)cc1 (stereo not drawn)	-5	-1%	1	18%	3	-7%	2%	12	7%	-2%
COc1cc(OC)c(/C=N/NC(=O)c2ccncc2)c(OC)c1	-8	11%	3	3%	0	-1%	0%	-8	/	1%
CCOC(=O)/C(C#N)=C1\C=CN(C)C(C)=N1	5	10%	1	-1%	0	0%	-4%	-15	0%[46.1 µM]	-25%
COc1ccc(NC(=O)NNC(=O)c2ccccc2-n2cccc2)cc1OC	-19	14%	-1	-4%	-2	6%	-7%	-3	-2%	3%
CCCCS(=O)(=O)c1sc2nc3c(cc2c1N)CCCC3	5	?	16	3%	9	2%	9%	-17	1%	-12%
COc1ccc(C)cc1NC(C)C(=O)NC(=O)NC1CCCCC1 (stereo not drawn)	-97*	0%	17	-1%	-3	-2%	18%	15	4%	-8%
Cc1nnc(SCC(=O)c2ccc(S(=O)(=O)N3CCOCC3)cc2)n1-c1ccccc1	1	-9%	-1	5%	1	-1%	-1%	-1	0%	-2%
O=C(NCc1ccccc1F)C1CCCN(c2cnccn2)C1 (stereo not drawn)	1	1%	2	-19%	-4	1%	-2%	-14	6%	-8%
COC(=O)C(=O)/C=C(\O)c1c(C)cc(C)cc1C	14	-3%	2	7%	0	-1%	-1%	-10	11%	5%
CCOC(=O)C1(Cc2ccc(Cl)cc2)CCN(C(C)Cc2ccc(O)c(OC)c2)CC1 (stereo not drawn)	?	-1%	9	-4%	12	-1%	-13%	-7	4%	-1%
CC(=O)c1ccc(OC(C)C)c(CC(C(N)=O)C(N)=O)c1	5	0%	1	-2%	4	1%	-2%	-8	-1%	22%
COc1ccc(Cl)cc1NC(=O)CCN1C(=O)C2C3C=CC(C4CC34)C2C1=O (stereo not drawn)	-9	-6%	6	7%	4	-1%	-6%	-5	0%	-12%
CC(C)c1nc2scc(-c3ccc(Cl)cc3)c2c(=O)n1N	7	?	-1	50%	-17	3%	11%	-10	3%	-29%
O=C(OC1CCOC1=O)c1cc(-c2cccc(Br)c2)nc2ccccc12 (stereo not drawn)	-9	5%	0	5%	5	-2%	-5%	-8	-6%	2%
CCCCc1nc(SCC(=O)N2CCOCC2)c2c(=O)n(C)c(=O)n(C)c2n1	-6	-8%	3	12%	-3	1%	1%	-2	-4%	8%
O=C(COC(=O)CN1C(=O)NC2(CCCC2)C1=O)NCc1ccc(Cl)cc1Cl	-13	0%	/	-2%	-5	-9%	/	-3	4%	-25%
C#CC1CN(Cc2ccccc2)CC(C#C)N1C (stereo not drawn)	-7	4%	7	-5%	0	-1%	3%	-4	/	5%

(list continues)
SMILES	KCNH2 3.1 block	ELG1 repair inh	TRPV1 agonist	AT treatment	hERG WT inh	USP2a block	Mito fusion yeast	TSHR antagonist	TCR act	Eya2 inh
CCOC(=O)c1ccc(N(CC(=O)NCC2CCCO2)C(=O)CCC(=O)Nc2cc(C)on2)cc1 (stereo not drawn)	-7	-9%	3	2%	8	5%	3%	5	7%	-1%
CCCCOC(=O)Cn1cnc2ccc(Br)cc2c1=O	0	-3%	23	0%	1	-4%	-2%	-8	1%	8%
CC(C)(C)NC(=O)C1CCN(C(=O)c2ccc(Br)cc2)CC1	14	-4%	0	14%	14	3%	-5%	-2	/	-8%
N=C1S/C(=C\c2ccc(O)cc2)C(=O)N1c1ccc(F)cc1	7	14%	10	0%	9	0%	-4%	36	3%	-5%
C=CCn1c(SCc2c(C)noc2C)nc2ccccc2c1=O	1	24%	-1	-7%	6	-2%	12%	-8	-1%	-2%
COc1ccc(Cn2c(O)cc(=O)[nH]c2=O)cc1	-10	-1%	-3	-5%	-2	1%	-3%	-7	3%[46.1 µM]	0%
COC(C[C@@H](O)[C@H](C)[C@H](O)COCc1ccccc1)OC	-1	25%	3	0%	-6	-6%	7%	3	-1%	-1%
NC(=S)NN=C(Cc1ccccc1)Cc1ccccc1	6	?	1	0%	-1	-1%	1%	-4	/	9%
Cn1nccc1NC(=O)Nc1ccc(Cl)cc1	-86*	-2%	?	8%	-9	-9%	-7%	8	3%	-3%
CC(=O)CCc1oc2ccc(C)cc2c1Cc1ccccc1	2	1%	?	25%	3	1%	-10%	3	18%	-1%
Cc1cccc(NS(=O)(=O)c2ccc(C)c(C(=O)OCC(=O)Nc3cc(C)on3)c2)c1	14	7%	-2	-1%	1	0%	10%	-1	0%	3%
O=C(N/N=C/c1sc2ccccc2c1O)c1cccc2ccccc12	9	-9%	-1	-7%	-5	0%	-10%	3	4%[46.1 µM]	8%
CCNC(=O)C(=O)N1CCC2(CC1)OCCN2S(=O)(=O)c1ccc(C)cc1	9	0%	3	0%	0	1%	-7%	20	0%	18%
CC(C)(c1ccccc1)c1ccc(OCCCNCCO)cc1	-1	1%	3	-7%	15	-1%	-5%	3	-10%	-12%
C=C(C)c1cccc(C(C)(C)NC(=O)N2CCC(C(N)=O)CC2)c1	-14	1%	2	-6%	-10	1%	1%[9.22 µM]	3	4%	5%
CC(=O)Nc1ccc(NC(=O)C/C(C)=N/NC(=O)C(=O)N2CCCC2)cc1	5	-3%	-2	-6%	4	2%	-4%	16	-2%	-9%
Cn1c(SCC(=O)NCC2CCCO2)nnc1-c1ccco1 (stereo not drawn)	3	?	2	3%	-5	2%	-2%	4	-3%	-29%
Cc1cccc(-n2nnnc2SCC(=O)NCC2CCCO2)c1 (stereo not drawn)	7	-1%	-4	25%	-7	6%	18µM*	-5	-18%	7%
CNc1ccccc1C(C)(C)c1ccn[nH]1	2	-6%	-1	6%	i	-2%	2%	-2	-4%	-7%
N#Cc1nccnc1S(=O)(=O)c1cccs1	-6	?	2	-7%	1	3%	-12%	-87*	-2%	-11%
CN(C)c1cccc(C(=O)NCCCSc2ccccc2)c1	8	?	24	-4%	7	-2%	0%	9	-4%	6%
O=C(O)COc1ccc(/C=N/NC(=O)c2cccc3ccccc23)cc1	21	6%	-2	-3%	4	2%	-10%	-6	2%	-10%
CCc1cccc(CC)c1NC(=S)NCc1ccc2c(c1)OCO2	-4	0%	0	2%	-3	1%	15%	-8	1%[46.1 µM]	8%
Cc1nnn(C23CC4CC(CC(CC(=O)Nc5ccc(C)c(Cl)c5)(C4)C2)C3)n1	-2	?	11	5%	-5	-2%	?	-10	-4%[46.1 µM]	-10%
Cc1cccc(C)c1OCc1cc(C(=O)N2CCN(c3ccccn3)CC2)no1	-10	?	?	12%	-14	4%	0%	-10	0%	-15%
CCn1cnc2c1c(=O)n(Cc1csc(-c3ccccc3)n1)c(=O)n2Cc1ccccc1	-17	?	4	2%	-2	-10%	?	-22	3%	22%
COc1ccc(CC(=O)Nc2cccc(SC)c2)cc1	10	6%	-11	13%	-2	5%	2%	12	2%[46.1 µM]	-1%
O=C(c1cccc(S(=O)(=O)Nc2ccc(F)cc2)c1)N1CCCC1	6	6%	1	3%	3	2%	-3%	5	/	-4%
COc1ccc(OC)c(NC(=O)CNC(=O)Cn2ccc3ccccc3c2=O)c1	15	-10%	/	21%	7	1%	-1%	-7	1%	-11%
